High-throughput results from PubChem BioAssay.
IkB sig inh: IkB Signaling; Potency, µM (doses to about 57.1 µM), for the others: at the top dose IkBa stabilization activation; AID 445, 2006; 110,000 compounds, 0.04% hits; ABC-DLBCL IkBa-CBG/CBR dual luciferase ratio, 4 h; response scale: scaled: untreated 0%, proteasome inhibitor 100%; active = well fitted curve in the direction sought with a large enough effect in the signal ratio, not every such curve was filed as active; inconclusive = small, poorly fitted or top-dose-only effect, or a change in a side signal; the % refers to the signal ratio;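 also: the direction sought is a rising ratio; 0% = basal untreated cells and 100% = reference inhibitor full response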
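Luminescence ratio of IκBα-fused green versus native red beetle luciferase in OCI-Ly3 cells, 4 h post-doxycycline with compound; red signal alone, scaled from basal (0%) to zero light (-100%), flagged nonspecific or cytotoxic effects.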
Peg3 imprint: qHTS Assay for Compounds that Induce Erasure of Genomic Imprints; 110,000 compounds, 0.02% hits; mouse ES Peg3-LacZ reporter, beta-gal luminescence, 40 h; Potency, µM (series often up to 60.7 µM), without a hit: top-dose activity change, positive = activation, hits mostly activators;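 also: 0% = negative control wells on the plate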
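Gelatin-coated wells received 300 freshly trypsinized female ES cells with a Peg3LacZ-Neo reporter on the maternal allele, then incubated 40 hours at 37C. BetaGlo was added for 5 minutes at room temperature before a single luminescence read.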
p53ts 39C tox: qHTS Screen for Compounds that Selectively Target Cancer Cells with p53 Mutations: Cytotoxicity of p53ts Cells at the Nonpermissive Temperature | AID 902, 2007 | H1299-p53A138V viability at 39C, ATP luminescence, 24 h | 130,000 compounds, 1.5% hits | Potency, µM (series often up to 46.1 µM), for the others: top-dose activity change, negative = cell killing, most hits filed as cytotoxic; also: nearly all actives have a fitted effect of over 55% in size
p53ts 32C tox: qHTS Screen for Compounds that Selectively Target Cancer Cells with p53 Mutations: Cytotoxicity of p53ts Cells at the Permissive Temperature; H1299-p53A138V at 32C, ATP luminescence viability, 24 h; Potency, µM (doses to about 46.1 µM), without a hit: at the highest dose activity change, negative = cytotoxicity, most hits filed as cytotoxic; 130,000 compounds, 0.93% hits; AID 924, 2007;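 also: 0% = DMSO and -100% = full killing by reference compound; nearly all actives have a fitted effect of over 55% in size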
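Viability by ATPlite luminescence after 24 h compound treatment (up to 46 uM) at the permissive 32C. Cells are H1299 carrying p53 A138V. Scale runs from DMSO basal to 100 uM tamoxifen as full kill; AC50 from Hill fits.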
Starred values were filed as active, the others as inactive; u = inconclusive; x = no result given; [ ] = remark or other dose. Unless noted, calls follow the shape of the dose curve; as a rule, active = well fitted curve in the direction sought with a large enough effect; inconclusive = small, poorly fitted or top-dose-only effect, or another doubt; inactive = no such curve, though single readings can be large; an effect the other way counts as inactive or inconclusive. Unless noted, % is scaled to controls: 0 for no effect and ±100 for the full control effect; potency is read from the fitted curve at half-maximal effect. Rows are unselected; overall some 1.7% were active at least once.

Screens by letter – A = IkB sig inh; B = Peg3 imprint; C = p53ts 39C tox; D = p53ts 32C tox
1: CCOc1ccccc1N1C(=O)CC(Nc2ccc(N3CCOCC3)cc2)C1=O (stereo unspecified)
  A: 1.0%	B: 2.2%	C: -4.3%	D: 28.4%
2: CCCn1c(C(O)c2cc(OC)ccc2OC)nc2ccccc21 (stereo unspecified)
  A: -2.3%	B: -18.8%	C: 2.9%	D: 13.6%
3: O=C(CN1CCN(Cc2cccc(Cl)c2)C1=O)NCc1ccc(F)cc1
  A: u	B: -13.4%[10.9 µM]	C: 2.0%	D: -6.2%
4: CN(c1cccc(NC(=O)Nc2cccc(Cl)c2)c1)S(C)(=O)=O
  A: u	B: 6.0%	C: -23.9%	D: -19.9%
5: Cc1ccc(C)c(NC(=O)Cn2c(-c3nonc3N)nc3ccccc32)c1
  A: -1.0%	B: -7.6%[10.9 µM]	C: 0.0%	D: -1.0%
6: O=C(NCCN1CCOCC1)NC1(C(F)(F)F)Oc2ccc(Cl)cc2O1 (stereo unspecified)
  A: 1.4%	B: -22.6%	C: -18.8%	D: -13.9%
7: O=C(O)CC(NS(=O)(=O)c1ccc(Br)s1)c1ccccc1 (stereo unspecified)
  A: 0.3%	B: -6.0%[10.9 µM]	C: -13.9%	D: -7.4%
8: O=C(Nc1ccc(-c2noc(CCc3ccccc3)n2)cc1)c1cccnc1
  A: u	B: -28.9%	C: -26.0%	D: -19.4%
9: Cn1c(=O)c2c(SCC(=O)NCc3ccc(F)cc3)nc(-c3ccccc3Cl)nc2n(C)c1=O
  A: u	B: 6.1%[10.9 µM]	C: -1.6%	D: 9.5%
10: O=C(CCCCn1c(=O)c2ccccc2n(Cc2ccc(F)cc2)c1=O)NCc1ccco1
  A: 0.4%	B: -26.4%	C: u	D: -23.6%
11: CCNc1ncc2nc(-c3ccc(OC)cc3)c(=O)n(C[C@H]3CCCO3)c2n1
  A: -9.4%[11.4 µM]	B: u	C: -5.4%	D: 3.3%
12: CCOC(=O)c1oc2cccc(OC(C)=O)c2c1C
  A: 0.8%	B: -64.6%[inhibitor]	C: 6.2%	D: -2.7%
13: c1ccc(SSc2ccccc2)cc1
  A: x	B: x	C: -6.2%	D: -7.5%
14: N=C(N)S[C@H]1c2ccccc2-c2cc([N+](=O)[O-])ccc21
  A: 1.8%[11.4 µM]	B: 2.4%[10.9 µM]	C: 3.1%[9.22 µM]	D: -3.2%[9.22 µM]
15: COC(=O)c1ccccc1NC(=O)CN1CCN(C(=O)c2ccco2)CC1
  A: 2.6%	B: -18.4%	C: 7.6%	D: 1.1%
16: COc1ccc2oc(=O)c(-c3csc(/C(C#N)=C/c4ccc(F)cc4)n3)cc2c1
  A: 1.5%	B: u	C: 12.8%	D: -4.7%
17: CCOC(=O)N1CCN(CC(=O)N2c3ccccc3CC2C)CC1 (stereo unspecified)
  A: -0.2%	B: -6.9%	C: 6.1%	D: 2.4%
18: O=C(CSc1nccn1C1CCCC1)Nc1cc(C(F)(F)F)ccc1Cl
  A: u	B: -10.0%[10.9 µM]	C: u	D: 0.6%
19: CCN1CCN(c2cc(C)c3cc(NC(=O)Cc4ccc(OC)c(OC)c4)ccc3n2)CC1
  A: 0.0%	B: -17.4%	C: -9.4%	D: -6.8%
20: Cc1cccc(N(C)S(=O)(=O)c2nnc(NC(=O)C(C)(C)C)s2)c1
  A: u	B: -6.0%[10.9 µM]	C: -16.3%	D: 7.2%
21: O=C(C1CCC1)N1CCc2cc(S(=O)(=O)NCc3cccnc3)ccc21
  A: 0.7%	B: -31.3%[inhibitor]	C: -23.5%	D: -6.2%
22: Cc1c(Cl)cccc1-n1ncc(C(=O)NCc2cccs2)c1C1CCN(C(=O)OC(C)(C)C)CC1
  A: u	B: 13.2%[10.9 µM]	C: 0.7%	D: 17.1%
23: CC(=O)NC1(c2ccccc2)CCN(c2nc(C)cc(C)n2)CC1
  A: 0.7%	B: -0.7%	C: -4.9%	D: 1.5%
24: O=C(Nc1ccccc1C(=O)N1CCCCCC1)c1cccc(S(=O)(=O)N2CCOCC2)c1
  A: -0.1%	B: -19.6%	C: -7.8%	D: 0.6%
25: CCCCCOC(=O)c1[nH]c2c(c1C)C(=O)C(C(=O)OC)C(C)C2 (stereo unspecified)
  A: u	B: 1.7%	C: -8.9%	D: -10.8%
26: CC(=O)Cc1nsc(NC(=O)c2ccccc2)n1
  A: 2.3%	B: -55.4%[inhibitor]	C: -15.1%	D: -3.9%
27: CCOC(=O)c1ccccc1NC(=O)c1c(F)c(F)c(F)c(F)c1F
  A: u	B: -24.3%	C: 22.9%	D: u
28: COc1ccc(NC(=O)Nc2cc(C(=O)NCc3ccc(C)cc3)ccc2N2CCCC2)cc1
  A: 0.1%	B: -10.4%[10.9 µM]	C: -5.9%	D: 0.2%
29: CCOC(=O)CCc1c(C)nc2cc(-c3ccc(Cl)cc3)[nH]n2c1=O
  A: 1.4%	B: -5.9%	C: -7.0%	D: -2.1%
30: CCc1ccccc1NC(=O)CCc1c(C)nc2cc(-c3ccccc3)nn2c1C
  A: u	B: -16.7%[10.9 µM]	C: -8.2%	D: -8.7%
31: Cc1ccc(S(=O)(=O)N2CCN(C)CC2)cc1-c1nnc2c3ccccc3c(C)nn12
  A: 1.6%	B: -8.8%	C: 10.7%	D: -12.7%
32: COc1ccc(Cl)cc1NC(=O)CN1C(=O)C(C)(C)c2cc(S(=O)(=O)N3CCCCC3)ccc21
  A: u	B: -10.2%[10.9 µM]	C: -24.8%	D: 4.8%
33: Cc1cccc(N2CCN(C(=O)CCn3c(=O)c4cccn4c4cccnc43)CC2C)c1 (stereo unspecified)
  A: u	B: -15.0%[10.9 µM]	C: -6.2%	D: 3.1%
34: COc1ccc(-c2nnc3ccc(SCC(=O)N4CCN(c5ccccc5)CC4)nn23)cc1
  A: -0.7%	B: -7.9%	C: -1.2%	D: 5.5%
35: CCN1CCN(CCCNC(=O)Cn2nc(C)n3c(cc4c(OC)cccc43)c2=O)CC1
  A: 1.0%	B: 14.1%[10.9 µM]	C: -16.4%	D: 4.0%
36: N[C@H](C(=O)O)C(O)C(O)C(O)CO (stereo partly specified)
  A: x	B: -0.1%	C: 0.7%	D: -13.8%
37: O=C(CC1Oc2ccc(Cl)cc2NC1=O)NC1CCCCCC1 (stereo unspecified)
  A: 1.5%	B: -2.5%	C: 0.4%	D: 2.1%
38: COc1ccccc1C(=O)N1CCCCC1CCN1CCOCC1 (stereo unspecified)
  A: -0.2%	B: 5.5%[10.9 µM]	C: -7.2%	D: 6.5%
39: CNS(=O)(=O)c1ccc(NC(=O)c2nc3nc(C)cc(C(F)F)n3n2)cc1
  A: 3.7%	B: 6.4%[10.9 µM]	C: 15.7%	D: 0.5%
40: CN=C1c2ccccc2CN1c1cccc(C(=O)OC)c1
  A: -2.5%	B: -12.0%	C: 6.9%	D: 3.7%
41: COC(=O)c1cc2oc3ccccc3c2n1CC(=O)Nc1ccc(C)c(F)c1
  A: u	B: -16.5%[10.9 µM]	C: u	D: -3.8%
42: CCN(C(=O)CSc1nc2ccccc2n1CC(=O)NCc1ccc(OC)cc1)c1ccccc1
  A: 0.9%	B: 1.2%[10.9 µM]	C: -12.8%	D: 6.4%
43: COc1ccc(S(=O)(=O)N2CCCC2C(=O)Nc2nnc(-c3cccnc3)s2)cc1 (stereo unspecified)
  A: 0.9%	B: -4.2%	C: -1.8%	D: 6.6%
44: Cc1ccc(O)c(NC(=O)c2noc3c2CCCCC3)c1
  A: 9.0%	B: -34.7%[inhibitor][10.9 µM]	C: u	D: 12.6µM*
45: O=C(O)c1cc(O)c2c(c1)C(=O)c1cc(O)cc(O)c1C2=O
  A: x	B: -77.5%[inhibitor]	C: -7.5%	D: 1.0%
46: CC1CCN(C(=O)CSc2nnc(CNC(=O)COc3ccc(Cl)cc3)o2)CC1
  A: 2.9%	B: -12.4%	C: 4.8%	D: -24.1%
47: CCn1cc(C(=O)OCC(=O)Nc2cc(OC)cc(OC)c2)c(=O)c2ccc(C)nc21
  A: 0.4%	B: -11.8%[10.9 µM]	C: 12.2%	D: 4.2%
48: Cc1ccc2cccc(NC(=O)c3ccc(-c4cccc(Cl)c4Cl)o3)c2n1
  A: 0.9%	B: -7.7%[10.9 µM]	C: 25.0%	D: -5.2%
49: CCOC(=O)c1cc2nc(Nc3ccc(OC)cc3)sc2s1
  A: 2.5%	B: -18.2%	C: 1.2%	D: -13.5%
50: CCOc1ccc(NC(=O)c2c(NCc3cccnc3)sc3c2CCC(C)C3)cc1 (stereo unspecified)
  A: u	B: -16.0%[10.9 µM]	C: 44.3%[activator]	D: 9.0%

3 structures already listed, arranged by molecular weight, largest number first:
Screens by letter – A = IkB sig inh; B = Peg3 imprint; C = p53ts 39C tox; D = p53ts 32C tox
47: CCn1cc(C(=O)OCC(=O)Nc2cc(OC)cc(OC)c2)c(=O)c2ccc(C)nc21
  A: 0.4%	B: -11.8%[10.9 µM]	C: 12.2%	D: 4.2%
41: COC(=O)c1cc2oc3ccccc3c2n1CC(=O)Nc1ccc(C)c(F)c1
  A: u	B: -16.5%[10.9 µM]	C: u	D: -3.8%
36: N[C@H](C(=O)O)C(O)C(O)C(O)CO (stereo partly specified)
  A: x	B: -0.1%	C: 0.7%	D: -13.8%

Next section
Screens by letter – A = IkB sig inh; B = Peg3 imprint; C = p53ts 39C tox; D = p53ts 32C tox
51: O=C(c1ccccc1Cl)N1CCCCC1CCN1CCOCC1 (stereo unspecified)
  A: -0.3%	B: 3.8%[10.9 µM]	C: -17.5%	D: -1.3%
52: CCc1nnc(SCc2ccc(F)cc2Cl)c2cc3sc(C)cc3n12
  A: -3.0%	B: -19.0%[10.9 µM]	C: -7.1%	D: 3.3%
53: Cc1ccc(C)c(Cn2c(=O)n(CCCCCC(=O)NCc3ccc4c(c3)OCO4)c(=O)c3sccc32)c1
  A: 0.7%	B: -7.2%[10.9 µM]	C: -24.0%	D: -13.6%
54: Cc1ccc2c(c1)NC(=O)C(CC(=O)NCCCN1CCN(c3cc(C)ccc3C)CC1)O2 (stereo unspecified)
  A: 4.0%	B: -14.5%	C: -9.5%	D: -10.8%
55: Cc1cc(C)c(NC(=O)C(C)n2c(=O)cc(C)c3c(C)nn(-c4ccccc4)c32)c(C)c1 (stereo unspecified)
  A: -0.6%	B: -8.5%[10.9 µM]	C: -16.4%	D: -2.7%
56: Cc1ccc(S(=O)(=O)NCc2nc3nc(C)cc(C)n3n2)c(C)c1
  A: 1.0%	B: 16.3%[10.9 µM]	C: -6.6%	D: 3.4%
57: Cc1ccc(-c2nc(CS(=O)CC(=O)NCCc3ccc(Cl)cc3)c(C)o2)cc1 (stereo unspecified)
  A: u	B: -8.1%[10.9 µM]	C: -22.5%	D: 9.1%
58: Cc1ccn2c(-c3csc(NCc4ccco4)n3)c(C)nc2c1
  A: -2.0%	B: -13.5%	C: 6.8%	D: 3.2%
59: COc1ccc(Br)cc1CNC(=O)c1cc2c(=O)n(C)c3ccccc3c2s1
  A: 3.6%	B: -1.9%[10.9 µM]	C: 23.3%	D: 11.6%
60: CC1CCN(c2nnc(N3CCC(C)CC3)c3ccccc23)CC1
  A: -2.8%	B: -1.6%	C: -2.8%	D: 5.7%
61: O=C(CCN1CCCCCC1)Nc1ccc(F)c(F)c1
  A: 8.0%	B: -11.3%	C: -3.9%	D: -3.0%
62: COc1ccc(CCNC(=O)c2ccc3c(c2)N(Cc2ccc(F)cc2)C(=O)c2ccccc2S3(=O)=O)cc1OC
  A: -1.1%	B: -15.0%[10.9 µM]	C: -8.8%	D: -3.3%
63: CSc1nc(C)cc(OCC(=O)N2CCOCC2)n1
  A: -1.4%	B: 0.5%	C: 7.1%	D: u
64: CCOC(=O)c1cc2c(=O)n3ccccc3nc2n(CCCOC)c1=NC(=O)c1cc2ccccc2o1
  A: u	B: -2.7%[10.9 µM]	C: -18.3%	D: 2.6%
65: COC(=O)CNC(=O)c1cn(CC(C)C)c(=O)c2cc(OC)c(OC)cc12
  A: -1.0%	B: 2.6%	C: -11.5%	D: -8.3%
66: Cc1nc2ncnn2c(C)c1CCC(=O)NCc1ccccc1Cl
  A: -0.2%	B: 13.0%[10.9 µM]	C: 6.8%	D: 3.1%
